Source: PubChem
KCNQ2 block = KCNQ2 potassium channel inhibitors, primary screen, cell-based, CHO-K1, FluxOR thallium flux, B-score (AID 2156); 310,000 tested, 1.1% active; B-score at 10 µM; O88943; 20 min; stronger effect = lower value;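 active = fluorescence ratio B-score at most minus 3 library SDs, with starting brightness B-score within 2 library SDs, cut at about -5.5 in these data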
Target sequence (O88943 whole entry, looked up): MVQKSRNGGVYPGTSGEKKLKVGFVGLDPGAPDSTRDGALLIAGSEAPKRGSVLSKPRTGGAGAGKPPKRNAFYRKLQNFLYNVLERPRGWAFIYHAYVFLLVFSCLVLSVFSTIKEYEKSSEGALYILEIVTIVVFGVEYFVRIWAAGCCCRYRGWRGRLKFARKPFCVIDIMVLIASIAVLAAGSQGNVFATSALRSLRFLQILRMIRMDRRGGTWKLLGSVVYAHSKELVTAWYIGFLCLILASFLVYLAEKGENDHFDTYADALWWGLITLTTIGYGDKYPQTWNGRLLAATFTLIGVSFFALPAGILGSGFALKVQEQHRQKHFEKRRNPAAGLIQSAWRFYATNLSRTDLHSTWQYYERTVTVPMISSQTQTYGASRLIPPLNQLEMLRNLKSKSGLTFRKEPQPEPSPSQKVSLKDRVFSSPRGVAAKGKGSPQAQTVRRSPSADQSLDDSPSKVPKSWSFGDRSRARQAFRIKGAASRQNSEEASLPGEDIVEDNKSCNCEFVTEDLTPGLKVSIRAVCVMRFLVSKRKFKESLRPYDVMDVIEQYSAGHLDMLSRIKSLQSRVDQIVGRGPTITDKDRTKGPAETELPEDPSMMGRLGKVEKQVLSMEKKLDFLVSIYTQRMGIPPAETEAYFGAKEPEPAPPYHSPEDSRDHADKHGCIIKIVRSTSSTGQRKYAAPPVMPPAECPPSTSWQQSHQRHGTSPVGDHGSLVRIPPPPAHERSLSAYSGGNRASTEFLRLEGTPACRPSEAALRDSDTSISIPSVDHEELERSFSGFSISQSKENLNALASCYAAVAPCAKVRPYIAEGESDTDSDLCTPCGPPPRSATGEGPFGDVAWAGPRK
Kir21 block = inhibitors of mouse Kir2.1 inward-rectifier potassium channel; B-score at 10 µM; AID 1672; HEK293-Kir2.1, FluxOR thallium flux fluorescence; stronger effect = lower value; 310,000 tested, 0.85% active; P35561;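 active = fluorescence ratio B-score at or below minus 3 SD of library scores, with starting-brightness B-score within 2 SD, cut at about -4.2 in these data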;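 note: channel flux triggered by added potassium and thallium sulfate stimulus; B-score of peak minus minimum fluorescence over baseline after thallium stimulus; more negative B-score means stronger Kir2.1 block with less thallium influx; some compounds called inactive have numbers as strong as hits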
Numbers without * were called inactive; i = inactive.

SMILES	KCNQ2 block	Kir21 block
CN(C)C(CNC(=O)c1cccc(C#N)c1)c1ccco1 (stereo unspecified)	i	0.84
C#CCn1c(O)c(N=NC(=O)CNC(=O)/C=C/c2ccccc2)c2ccccc21	i	2.1
COc1ccc(CC(=O)Nc2ccc(/C(C)=N/NC(=O)c3cccc([N+](=O)[O-])c3)cc2)cc1	i	0.8
CCCn1c(O)c(N=NC(=O)c2cccnc2)c2cc(Br)ccc21	i	-0.46
CC(=O)Nc1ccc(OCC(O)Cn2c3ccccc3c3ccccc32)cc1 (stereo unspecified)	i	-0.01
COc1ccc(OC)c(C(C)NC=O)c1 (stereo unspecified)	i	0.02
CC(C)CCOP(=O)(c1ccc(N(C)C)cc1)C(O)c1ccc(Cl)cc1Cl (stereo unspecified)	i	-1.3
O=C(NCc1cccc(F)c1)C1CCC(=O)N(CC2CCCCC2)C1 (stereo unspecified)	i	-0.23
O=C(CSc1nnc(-c2ccccc2)n1Cc1ccccc1)N1CCOCC1	i	-0.03
Cc1cccc(COc2ccc(/C=N/NC(=O)c3nnn(-c4nonc4N)c3CN3CCCCC3)cc2)c1	i	0.67

For reference, 2 of the compounds above:
SMILES	KCNQ2 block	Kir21 block
CN(C)C(CNC(=O)c1cccc(C#N)c1)c1ccco1 (stereo unspecified)	i	0.84
C#CCn1c(O)c(N=NC(=O)CNC(=O)/C=C/c2ccccc2)c2ccccc21	i	2.1

(next part)
SMILES	KCNQ2 block	Kir21 block
COc1ccc(Cc2nnc(SCC(=O)Nc3ccc(C)c(Cl)c3)[nH]c2=O)cc1	i	2.3
CCOc1ccc2[nH]c(=O)c(CN(CCO)C(=O)CC)cc2c1	i	0.59
COc1cccc(-c2csc3nnc(SCC(=O)c4ccc(NC(C)=O)cc4)n23)c1	i	0.09
CCOC(=O)c1ccc(NS(=O)(=O)c2ccc3c(c2)n(C)c(=O)n3C)cc1	i	-0.05
COc1ccc(-c2nc(NCCCN(C)C)c3ccccc3n2)cc1	i	1.1
Cc1ccccc1N1CC(=O)N(c2ccccc2C)CC1=O	i	0.41
O=C(O)c1cnn(-c2nc(-c3cccc(F)c3)cs2)c1C(F)(F)F	i	-0.78
CCCCC(=O)Nc1ccccc1C(=O)N1CCOCC1	i	-1.8
N#CCn1cnc2sc(-c3ccccc3)cc2c1=O	i	-0.78
NC(=S)Nc1c(Cl)cccc1Cl	i	0.62
Clc1ccc(CNC2CCCC2)c(Cl)c1	i	-1.1
COc1ccc(NC(=O)Cc2nc3ccccc3[nH]2)cc1	i	0.22
COc1ccc(CN2CCOCCOCCOCCOCCOCC2)cc1	i	-0.66
CC(CC(=O)Nc1ccc(F)cc1F)S(=O)(=O)c1ccc2c(c1)NC(=O)CO2 (stereo unspecified)	i	-0.53
CN(C)CCn1cnc2c1c(=O)[nH]c(=O)n2Cc1ccccc1	i	0.24
Cc1cccc(-n2c(CCc3ccccc3)nnc2SCC(=O)c2ccccc2)c1	i	-1.7
CC(C)OCCCNS(=O)(=O)c1ccc2ccccc2c1	i	0.12
O=C(CN1CCN(Cc2ccccc2)C1=O)NCCCN1CCOCC1	i	0.24
O=C(CN1C(=O)C2C3C=CC(C3)C2C1=O)Nc1ccc(F)cc1 (stereo unspecified)	i	-0.04
CCSc1nnc(NC(=O)c2cccc3ccccc23)s1	i	-0.82

Single records, from the list above. Values in the order: KCNQ2 block	Kir21 block
Clc1ccc(CNC2CCCC2)c(Cl)c1 in the list: i	-1.1
O=C(CN1CCN(Cc2ccccc2)C1=O)NCCCN1CCOCC1 in the list: i	0.24
COc1ccc(NC(=O)Cc2nc3ccccc3[nH]2)cc1 in the list: i	0.22
COc1ccc(CN2CCOCCOCCOCCOCCOCC2)cc1 in the list: i	-0.66
Cc1cccc(-n2c(CCc3ccccc3)nnc2SCC(=O)c2ccccc2)c1 in the list: i	-1.7

(next part)
SMILES	KCNQ2 block	Kir21 block
COc1cc([N+](=O)[O-])cc(/C=N/NC(=O)CC#N)c1O	i	0.13
O=C(Nc1ccc2c(c1)OCO2)C1CCCN1C(=O)Nc1cccc(F)c1 (stereo unspecified)	i	1.5
Cc1cccc(-n2c(-c3csc(C(C)C)c3)n[nH]c2=S)c1	i	-0.19
Cc1ccc(NC(=O)COC(=O)c2ccn(C)n2)cc1	i	-0.25
Cc1ccc(-c2nc3ccccc3[nH]2)s1	i	0.64
Cc1cc(C)c(N(C(=O)CN2C(=O)c3ccccc3S2(=O)=O)C(C(=O)NCC2CCCO2)c2ccc(F)cc2)c(C)c1 (stereo unspecified)	i	0.22
CCCNC(=O)c1cc(-c2ccc(OC)cc2)on1	i	-0.03
COc1ccc(/C=N/c2c(-c3ccc(OC)cc3)nc3n2CCS3)cc1	i	1.3
O=C(NN1CCOCC1)c1ccc(S(=O)(=O)N2CCCCC2)cc1	i	0.06
O=C(NNC(=O)c1ccccc1Br)c1ccc(SCC2CCCO2)c([N+](=O)[O-])c1 (stereo unspecified)	i	2
CC(=O)Nc1ccc(S(=O)(=O)Nc2cccc(-c3nc4cc(C)ccc4o3)c2)cc1	i	0.34
Cc1cc(C)c(NC(N)=S)c(C)c1	i	-1.7
N#Cc1sc(NCc2ccccc2)nc1Cl	i	0.23
COc1ccc(NC(=O)CN(C)S(=O)(=O)c2ccc3c(c2)OCCO3)c2ncccc12	i	0.98
O=C(NC1CCCCCC1)c1cc2ccccc2oc1=O	i	1.6
Cc1ccc2c(CN3CCCCC3CCO)cc(=O)oc2c1 (stereo unspecified)	i	-0.44
O=C(c1cccs1)N1CCC(c2nc3c(nnn3Cc3cccc(Cl)c3)c(=O)[nH]2)CC1	i	1.7
O=C(NC1CCCC1)C(c1ccncc1)N(Cc1cccs1)C(=O)c1csnn1 (stereo unspecified)	i	0.57
CC1CCN(CCCn2c(=S)[nH]c3ccccc3c2=O)CC1	i	1.9
COc1ccc([C@H]2/C=C\CN(C(=O)c3ccccc3)[C@@H](C)C(=O)N2Cc2ccc(F)cc2)cc1	i	-0.03

Of the compounds above, these contain a thiophene ring, fused or not:
SMILES	KCNQ2 block	Kir21 block
N#CCn1cnc2sc(-c3ccccc3)cc2c1=O	i	-0.78
Cc1cccc(-n2c(-c3csc(C(C)C)c3)n[nH]c2=S)c1	i	-0.19
Cc1ccc(-c2nc3ccccc3[nH]2)s1	i	0.64
O=C(c1cccs1)N1CCC(c2nc3c(nnn3Cc3cccc(Cl)c3)c(=O)[nH]2)CC1	i	1.7
O=C(NC1CCCC1)C(c1ccncc1)N(Cc1cccs1)C(=O)c1csnn1 (stereo unspecified)	i	0.57

(listing goes on)
SMILES	KCNQ2 block	Kir21 block
CCOC(=O)c1c(C)[nH]c(C(=O)N2CCc3cc(OC)c(OC)cc3C2)c1C	i	-0.56
CCSc1nc(O)c(Cc2ccccc2)c(=O)[nH]1	i	-0.56
O=C(Nc1ccccc1-c1nc2ccccc2s1)c1ccco1	i	-1.3
Cc1nnc(N)s1	i	-0.94
O=C(Cn1cnc2c(oc3ccccc32)c1=O)NCc1ccccc1	i	-0.47
Cc1ccc(C(NC(=O)NCCCN2CCOCC2)=C(Cl)Cl)cc1F	i	-2.6
Cc1cc(C)cc(NC(=O)Cn2nnc(C(=O)NCc3ccco3)c2N)c1	i	-0.2
Cc1onc(-c2c(F)cccc2Cl)c1C(=O)Nc1ccc(S(=O)(=O)Nc2ncccn2)cc1	i	0.82
O=C1CCCC2=C1C(c1cccs1)n1nc(SCc3ccccc3F)nc1N2 (stereo unspecified)	i	0.69
C=CCSc1nnc(C)c(/C=C/Nc2ccc(Cl)cc2)n1	i	-1.1
Cc1c(Cc2ccccc2)c(=O)oc2cc(OCC(=O)NC(Cc3ccc(Cl)cc3)C(=O)O)ccc12 (stereo unspecified)	i	0.09
Cc1ccc(Cl)cc1NC(=S)N(Cc1cccnc1)Cc1ccccc1Cl	i	-0.33
CC1CCN(C(=O)COC(=O)c2nn(C)c(=O)c3ccccc23)CC1	i	0.37
CNC[C@H](CC1CCCCC1)NC[C@H](CO)NCC1(c2ccccc2)CC1	i	-1.8
CCCN(CCC)CCCNC(=O)Cn1cnc2sc(C)c(S(=O)(=O)N3CCC(C)CC3)c2c1=O	i	-0.5
C=CCc1c(NCCO)nc(C)[nH]c1=O	i	-0.83
O=C(O)c1ccc(OCc2occc2C(=O)O)cc1	i	0.96
CC(=O)c1c(C)n(CCc2ccc(Cl)cc2)c2ccc(O)cc12	i	0.34
COc1cccc(C2=NOC(C(=O)NCC3CCCO3)C2)c1 (stereo unspecified)	i	1.5
CC1(C(=O)NCc2ccc(Cl)c(Cl)c2)Oc2cccnc2NC1=O (stereo unspecified)	i	0.08
Nc1ccc(N2CCN(c3ccc(Cl)c(Cl)c3)CC2)cc1	i	-0.5
COc1ccc(CCNC(=O)C2(c3ccccc3)CC2)cc1	i	-4.6*
Cc1ccc(C(C)NC(=O)Cc2cccs2)c(C)c1 (stereo unspecified)	i	0.75
CNC(=O)CC1C(=O)N(c2ccc(Cl)cc2)C(=S)N1CCc1ccc(OC)c(OC)c1 (stereo unspecified)	i	1.8
COc1ccc(CCNC(=O)[C@H](C)N2C(=O)N3CCc4c([nH]c5ccccc45)[C@@]3(C)C2=O)cc1OC	i	-0.65
Cn1cc(Cl)c(-c2nc3ccccc3[nH]2)n1	i	1.1
CCOC(=O)CC1=Nc2ccccc2NC(=O)C1	i	-0.74
COC(=O)c1c(NC(=S)Nc2ccccc2Cl)sc(C)c1C	i	-1.2
Cc1nc2ncnn2c(C)c1CCC(=O)NCCCN1CCN(c2cccc(Cl)c2)CC1	i	1.2
COc1ccc(N2C(=O)CC(C3CCCO3)C2=O)cc1 (stereo unspecified)	i	0.54
Clc1ccc(C2=Nn3c(nnc3-c3n[nH]c4c3CCC4)SC2)cc1	i	-1.6
CCOC(=O)c1cnc(SCC(=O)Nc2ccc(N3CCOCC3)cc2)nc1N	i	1.4
CC1Cc2ccccc2N1C(=O)c1cnsn1 (stereo unspecified)	i	-0.41
CCOC(=O)C1CCN(c2c(N3CCCC(C(=O)OCC)C3)c(=O)c2=O)CC1 (stereo unspecified)	i	-0.08
Cc1ccc(OCC(=O)NNc2c3ccccc3nc3ccccc23)cc1	i	-0.82
Cc1cccc(NC(=O)C(NS(=O)(=O)c2ccc3c(c2)CCC(=O)N3)c2ccccc2)n1 (stereo unspecified)	i	0.7
CCOC(=O)c1c(C)[nH]c(C)c1S(=O)(=O)NCCN1CCN(c2ccccc2F)CC1	i	0.01
C=C(C)Cn1c(CCCNC(=O)CCC)nc2ccccc21	i	-1.3
S=c1nc(-c2cccc(Cl)c2)[nH][nH]1	i	-1.5
O=c1onc(-c2cccs2)n1Cc1ccccc1	i	0.39
N#Cc1ccccc1NC(=O)C(=O)NCC1CCCN1S(=O)(=O)c1cccs1 (stereo unspecified)	i	-0.92
COc1cc([N+](=O)[O-])c(N2CCOCC2)c([N+](=O)[O-])c1OC	i	-2.1
COc1ccc(NC(=O)CSc2ccc3nnc(-c4cccnc4)n3n2)cc1	i	1.1
CC(C)NC(=S)N/N=C/c1cccnc1	i	-1.3
COc1ccc(OCC(O)CNC(=O)Nc2ccc(F)cc2)cc1 (stereo unspecified)	i	-0.81
CCCCCCCCNC(CO)(CO)CO	i	-1.9
CC(=O)N(C)c1ccc(NC(=O)C(c2ccccc2)c2ccccc2)cc1	i	-0.23
COC(=O)c1c(NC(=O)COC(=O)[C@@H](NS(=O)(=O)c2ccc(C)cc2)C(C)C)sc2c1CCC2	i	2.1
CCC(=O)Nc1c(C)ccc2nsnc12	i	-0.59
Cc1nc(-c2ccc(F)cc2)c(CC(=O)Nc2cc(S(=O)(=O)N3CCCCC3)ccc2C)s1	i	0.06

Going on with the list.
SMILES	KCNQ2 block	Kir21 block
COc1ccc(OC)c2nc3c(cc12)CCC3	i	2.5
O=C1NC(=S)N/C1=C\c1ccccc1OCc1ccc(C(=O)O)cc1	i	-0.03
CC(=O)Nc1cccc(N(C(=O)C2COc3ccccc3O2)C(C(=O)NC2CCCCC2)c2cn(C)nc2C)c1 (stereo unspecified)	i	0.28
CCCCSc1cc(=O)n(-c2ccccc2)nc1C(=O)OCC	i	0.7
CC1(C)Oc2ccc(C(=O)Nc3ccccc3F)cc2N(CC(=O)N2CCOCC2)C1=O	i	0.06
CC/C(O)=C1\C(=O)CC(C)(C)CC1=NCCc1nc2ccccc2[nH]1	i	-2.2
Cc1ccccc1C(=O)Nc1ccnn1C1CCN(C(=O)c2cnsn2)CC1	i	-0.37
COc1ccc([N+](=O)[O-])cc1N(CC(=O)Nc1ccccc1C(=O)N1CCCC1)S(C)(=O)=O	i	-1.2
Cc1ccc(OCC(=O)N(C)CC(=O)Nc2ccc(N3CCOCC3)cc2)cc1	i	-0.69
Cc1cc([N+](=O)[O-])nn1CCCC(=O)N1CCN(c2ccccc2)CC1	i	2.2
CCN(C(=O)CSc1nc2cc(S(=O)(=O)N(CC)CC)ccc2n1CC)C1CCS(=O)(=O)C1 (stereo unspecified)	i	-0.18
CC1=C([N+](=O)[O-])C(c2cccc(Br)c2)C2=C(N1)c1ccccc1C2=O (stereo unspecified)	i	0.48
COc1cc(/C=C/C(=O)OCC(=O)Nc2cc(C(F)(F)F)ccc2N2CCOCC2)ccc1O	i	-1.4
COc1ccccc1NC(=O)/C=C\C(=O)O	i	-0.01
CCOC(=O)N1CCN(C(=O)CC(=O)Nc2ccc3nc4n(c(=O)c3c2)CCCCC4)CC1	i	-2.3
COc1ccc(C2CC(C(F)(F)F)n3ncc(C(=O)NCC4CCCO4)c3N2)cc1OC (stereo unspecified)	i	-0.96
ClC(Br)=C(n1cnc2ccccc21)n1cnc2ccccc21	i	-1.3
Cc1cc(/C=N/n2c(COc3ccccc3C)nc3ccccc3c2=O)c(O)c([N+](=O)[O-])c1	i	1.7
O=C(O)c1ccc(-c2noc(-c3ccccc3F)n2)cc1	i	0.51
Cc1ccc(N2C(=O)C3C4C=CC(CNC(=S)Nc5cccc(Cl)c5)(O4)C3C2=O)cc1 (stereo unspecified)	i	-1.2
